High-throughput results from PubChem BioAssay.
PAFAH1B3 FP inh – PAFAH1B3 (human) inhibition. recombinant PAFAH1B3, FP-rhodamine probe, fluorescence polarization. inhibition, % at 3.39 µM. 340,000 compounds, 0.28% hits. AID 492972;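 active = inhibition above the screen-wide average of all tested compounds plus 3 SD, cut at about 25% in these data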;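 note: 0% = enzyme with DMSO only and 100% = wells lacking PAFAH1B3 protein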
Target sequence (Q15102 whole entry, looked up): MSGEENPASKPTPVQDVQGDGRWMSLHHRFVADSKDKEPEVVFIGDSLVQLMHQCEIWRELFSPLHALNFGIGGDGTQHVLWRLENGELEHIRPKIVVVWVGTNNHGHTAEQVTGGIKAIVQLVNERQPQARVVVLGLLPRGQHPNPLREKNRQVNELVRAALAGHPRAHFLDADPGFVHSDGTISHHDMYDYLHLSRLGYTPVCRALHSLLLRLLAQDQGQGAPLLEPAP
GSTO1 inh – blocks human GSTO1 in RBBP9 counter-screen; P78417; recombinant GSTO1, activity-based probe fluorescence polarization; inhibition, % at 5.96 µM; 300,000 compounds, 1.1% hits; AID 1974;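 active = inhibition above the campaign mean inhibition plus 3 SD, cut at about 35% in these data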;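 note: 0% = GSTO1-1 with DMSO and 100% = wells lacking GSTO1-1 enzyme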
PAD4 FP inh – inhibitors of human PAD4; inhibition, % at 6.36 µM; recombinant PAD4, RCA probe fluorescence polarization; AID 485272; 330,000 compounds, 0.41% hits; Q9UM07;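 active = percent inhibition above a cutoff equal to the mean of all tested compounds plus 3 SD, cut at about 15% in these data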;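 note: 0% = PAD4 with RCA probe and DMSO and 100% = probe without PAD4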
Target sequence (Q9UM07 whole entry, looked up): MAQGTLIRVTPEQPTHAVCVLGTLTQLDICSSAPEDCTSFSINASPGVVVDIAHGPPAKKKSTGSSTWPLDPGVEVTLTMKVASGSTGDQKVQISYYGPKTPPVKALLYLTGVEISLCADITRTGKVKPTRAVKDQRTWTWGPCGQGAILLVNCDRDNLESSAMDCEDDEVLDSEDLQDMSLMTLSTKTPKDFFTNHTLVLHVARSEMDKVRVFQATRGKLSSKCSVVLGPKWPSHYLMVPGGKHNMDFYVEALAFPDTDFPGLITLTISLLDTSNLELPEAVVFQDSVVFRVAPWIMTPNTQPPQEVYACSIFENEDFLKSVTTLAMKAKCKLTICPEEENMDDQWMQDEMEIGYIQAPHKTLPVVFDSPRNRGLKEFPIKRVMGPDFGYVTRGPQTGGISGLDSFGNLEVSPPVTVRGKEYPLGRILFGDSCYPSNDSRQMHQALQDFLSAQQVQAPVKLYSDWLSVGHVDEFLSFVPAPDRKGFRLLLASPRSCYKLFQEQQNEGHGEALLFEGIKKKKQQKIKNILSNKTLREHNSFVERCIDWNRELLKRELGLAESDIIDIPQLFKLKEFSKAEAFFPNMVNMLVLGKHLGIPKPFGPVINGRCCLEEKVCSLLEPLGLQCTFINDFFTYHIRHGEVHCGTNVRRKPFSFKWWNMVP
PAFAH2 inh – PAFAH2 (human) inhibition | Q99487 | recombinant PAFAH2, FP-rhodamine activity probe, fluorescence polarization | inhibition, % at 3.39 µM | 340,000 compounds, 0.99% hits | AID 492956;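 active = inhibition above the mean over all tested compounds plus 3 SD, cut at about 30% in these data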;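 note: inhibitors block probe labeling of enzyme so polarization drops; 0% = enzyme with DMSO and 100% = wells lacking PAFAH2 protein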
PREPL inhibitor – inhibits the human prolyl oligopeptidase-like enzyme | Q4J6C6 | recombinant PREPL, fluorescence polarization activity-based probe | inhibition, % at 5.96 µM | 320,000 compounds, 0.68% hits; in the data active = inhibition above about 43%;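 note: 0% = enzyme with DMSO and 100% = wells lacking enzyme; many of its hits are not listed in these tables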
EBNA-1 inhibitor – blocks EBNA-1 binding to DNA; EBNA-1 DNA binding, fluorescence polarization; inhibition, % at 14.8 µM; 300,000 compounds, 0.34% hits; in the data active = inhibition above about 28%
LYPLA2 counter – LYPLA2 (human) inhibition in PME1 counter-screen | O95372 | AID 2177 | inhibition, % at 5.9 µM | 320,000 compounds, 0.38% hits | recombinant LYPLA2, FP-Rh probe fluorescence polarization;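 active = inhibition above the screen-wide mean plus 3 SD, limit set per campaign, cut at about 26% in these data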;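 note: 0% = LYPLA2 with DMSO and 100% = wells lacking LYPLA2 enzyme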
LYPLA1 inh – counter-screen for PME1 inhibitors: inhibitors of human LYPLA1. O75608. recombinant LYPLA1, FP-Rh probe fluorescence polarization. inhibition, % at 5.9 µM. 320,000 compounds, 0.16% hits. AID 2174;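 active = inhibition above the mean of all tested compounds plus 3 SD, set per campaign, cut at about 14% in these data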;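 note: inhibitors block serine hydrolase probe labeling of LYPLA1 so polarization falls; 0% = enzyme with DMSO and 100% = wells lacking LYPLA1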
ZTA DNA inh – counter-screen for EBNA-1 inhibitors: inhibitors of Epstein-Barr virus ZTA. ZTA-DNA binding, fluorescence polarization. P03206. 320,000 compounds, 0.15% hits. inhibition, % at 11 µM; in the data active = inhibition above about 33%
An asterisk follows results filed as active; x = no result given.

Under each structure: PAFAH1B3 FP inh	GSTO1 inh	PAD4 FP inh	PAFAH2 inh	PREPL inhibitor	EBNA-1 inhibitor	LYPLA2 counter	LYPLA1 inh	ZTA DNA inh
[1] Cc1cc(C)c(S(=O)(=O)N2CCCOC2CNC(=O)C(=O)NCCCn2ccnc2)c(C)c1 (stereo unspecified)
→ 9	-1	0	1	-4	7	-2	-1	10
[2] COc1ccc(NC(=O)C(c2ccc(OC)cc2)N(C)C(=O)CC2NC(=O)NC2=O)cc1 (stereo unspecified)
→ 3	4	0	-5	7	-9	-6	-4	9
[3] CCc1ccc(CN2CCCC(CCC(=O)N3CCN(c4ccccn4)CC3)C2)o1 (stereo unspecified)
→ 5	2	-3	-3	36	4	2	0	-17
[4] COc1ccc(C2(O)CCN(C(=O)c3c(F)cccc3F)CC2)cc1
→ 9	1	-4	1	1	12	-4	-1	0
[5] CCC(C)(C)n1nnnc1C(C(C)C)N1CCN(C)CC1 (stereo unspecified)
→ 8	-5	-1	0	6	3	3	0	-6
[6] Cc1ccc(NC(=O)Nc2cc(S(=O)(=O)N(C)C)ccc2C)cc1
→ 2	0	-3	-1	11	-6	11	-5	1
[7] CCOC(=O)c1c(C)[nH]c(C(=O)COC(=O)COc2ccccc2C)c1C
→ -1	-1	5	-9	-3	-8	4	4	-23
[8] CCOC(=O)c1cc(-c2ccccc2)nn1CCC#N
→ 9	-4	-1	-1	16	-5	3	7	15
[9] CCc1nnc(SCc2cccc(F)c2)nc1CC
→ 4	7	24*	0	11	3	10	1	-18
[10] CCOC(=O)N1CCN(C(=S)Nc2ccccc2C(C)C)CC1
→ 6	-14	0	-4	-2	16	2	-1	20
[11] CSc1nc(C)c(CCOCc2ccccc2)c(=O)[nH]1
→ 2	-1	3	5	-20	0	-1	-4	10
[12] COc1ccc(S(=O)(=O)N(CC(=O)NCc2ccncc2)c2cc(C)cc(C)c2)cc1OC
→ 8	5	3	-4	-3	-4	8	-1	6
[13] CCNc1c(NS(=O)(=O)c2ccc(OC)c(Cl)c2)c(=O)oc2ccccc12
→ 3	2	4	8	5	10	2	-1	-7
[14] COc1ccc(OC)c(NC(=S)NCc2ccc(S(N)(=O)=O)cc2)c1
→ 7	9	-1	-9	2	0	-3	1	-13
[15] Cc1ccc(C(=O)C2=C(O)C(=O)N(Cc3cccnc3)C2c2ccc(N(C)C)cc2)o1 (stereo unspecified)
→ 7	5	3	-10	-3	2	-3	-1	0
[16] CCCn1c(CNC(=O)Cc2ccccc2)nc2ccccc21
→ 3	5	-5	-3	4	-3	14	1	-12
[17] Cc1cccc(NC(=O)c2ccc(NCC3CCCO3)c([N+](=O)[O-])c2)n1 (stereo unspecified)
→ 7	8	-3	-1	1	-5	0	-1	18
[18] O=C(CSc1nccn(-c2ccc(Br)cc2)c1=O)NCc1ccccc1
→ 3	14	1	6	2	-2	0	-1	-8
[19] CCC(C)(C)n1nnnc1C(c1ccc(C)cc1)N1CCN(Cc2cccnc2)CC1 (stereo unspecified)
→ -3	11	1	8	11	10	-3	0	-16
[20] Cc1csc(NC(=O)c2ccc(S(=O)(=O)N3CCCC3)cc2)n1
→ 2	1	-2	4	4	1	-1	-2	15
[21] C=CCOc1ccc(C=Nc2cccc(Cl)c2)c(O)c1
→ -6	2	1	1	-9	-6	1	0	-8
[22] COc1ccc(CCN2CC(C(=O)NCCc3ccccn3)CCC2=O)cc1 (stereo unspecified)
→ -2	-2	0	-2	1	8	0	2	12
[23] O=C(CSc1ncccn1)N1CCc2ccccc2C1
→ 8	0	1	2	13	9	4	-3	-4
[24] CC(C)OCCCNc1nc2c([nH]1)c(=O)n(C)c(=O)n2C
→ 3	7	0	-7	11	1	-1	-1	8
[25] COc1ccccc1N1C(=O)CC(N2CCN(c3ccc(Cl)cc3)CC2)C1=O (stereo unspecified)
→ 7	0	-5	1	22	9	-2	0	4
[26] CC(NC(=O)CN1C(=O)NC(Cc2ccccc2)(Cc2ccccc2)C1=O)C12CC3CC(CC(C3)C1)C2 (stereo unspecified)
→ -3	10	-1	10	9	5	-4	-2	-15
[27] CCOc1ccccc1OCCn1ncc2ccc(OC)c(OC)c2c1=O
→ 7	-8	-2	2	-3	9	-6	-4	12
[28] COc1cc(CN2CCN(c3cccc(C)c3C)CC2)cc(Br)c1O
→ 7	20	-2	-3	-63	6	7	3	12
[29] NC(=O)CC(NC(=O)Cc1cccc2ccccc12)c1ccc(NCCc2cccc(F)c2)c([N+](=O)[O-])c1 (stereo unspecified)
→ -8	-5	3	-13	-58	13	-7	-5	4
[30] CCn1c(C)cc(C(=O)CN2C(=O)c3ccccc3S2(=O)=O)c1C
→ 8	x	1	2	7	x	-13	-5	5
[31] CC(=O)NS(=O)(=O)c1ccc(NC(=O)CC23CC4CC(CC(Br)(C4)C2)C3)cc1
→ 5	5	3	-5	1	-2	-5	-2	-9
[32] Cc1cc(C)c(OCC(=O)Nc2ccccc2N2CCOCC2)c(C)c1
→ -7	-2	-2	-8	18	-10	1	-1	-8
[33] COC(=O)c1ccccc1NC(=O)CSc1nncn1C
→ 5	2	7	-2	2	-1	9	4	-20
[34] Cn1c(CC(=O)Nc2ccccc2)n[nH]c1=S
→ 2	2	2	-3	5	-8	4	3	-3
[35] COc1ccc(NC(=O)CCc2ccccc2)cc1S(=O)(=O)N1CCCCC1
→ 10	x	-7	4	12	x	1	0	-3
[36] O=C1NC(=O)C(c2cccs2)(c2cccs2)N1
→ 5	-6	1	-4	8	-1	0	3	-8
[37] COc1ccc(/C=N/Nc2nc3ccccc3c(=O)[nH]2)cc1
→ -4	-17	-2	-3	39	5	2	0	-2
[38] COc1cc(OC)cc(C(=O)NNC(=O)CN2C(=O)NC3(CCCC3)C2=O)c1
→ 11	x	-1	-1	10	x	8	0	-1
[39] CCN(CC)C(=O)CSc1ccccc1N
→ 11	4	-9	0	-4	-2	-2	-1	11
[40] CCOc1ccccc1OCC(=O)N/N=C(\C)Cc1ccc(OC)cc1
→ 1	2	-3	-7	-3	6	4	0	1

Random excerpt: 2 compounds from above, in no set order.
Under each structure: PAFAH1B3 FP inh	GSTO1 inh	PAD4 FP inh	PAFAH2 inh	PREPL inhibitor	EBNA-1 inhibitor	LYPLA2 counter	LYPLA1 inh	ZTA DNA inh
[32] Cc1cc(C)c(OCC(=O)Nc2ccccc2N2CCOCC2)c(C)c1
→ -7	-2	-2	-8	18	-10	1	-1	-8
[25] COc1ccccc1N1C(=O)CC(N2CCN(c3ccc(Cl)cc3)CC2)C1=O (stereo unspecified)
→ 7	0	-5	1	22	9	-2	0	4

(list continues)
Under each structure: PAFAH1B3 FP inh	GSTO1 inh	PAD4 FP inh	PAFAH2 inh	PREPL inhibitor	EBNA-1 inhibitor	LYPLA2 counter	LYPLA1 inh	ZTA DNA inh
[41] CCC(=O)N1c2ccccc2[C@@H](N(C(C)=O)c2ccccc2)C[C@H]1C
→ 3	1	0	-13	-1	-2	1	-4	3
[42] NC(=O)NN=C1C2CCCC1C(c1ccccc1)NC2c1ccccc1 (stereo unspecified)
→ 1	11	0	-2	28	-6	-4	-3	10
[43] Cc1nc2nc[nH]n2c(=O)c1NS(C)(=O)=O
→ -2	13	-5	1	5	-10	13	5	-17
[44] O=C(c1cncc(Br)c1)N1CCN(S(=O)(=O)c2ccccc2)CC1
→ 10	8	1	8	3	-6	-1	0	-12
[45] CCOc1cc(-c2noc(CCC(=O)NCCc3ccccc3)n2)ccc1OC
→ 5	-4	1	5	-16	-5	6	1	-13
[46] O=C(Nc1ccc(N2CCOCC2)c2nonc12)C1CCCC1
→ 1	4	-10	3	2	17	1	0	8
[47] COc1cc(NC(=O)CCC(=O)c2cccs2)cc(OC)c1
→ 0	-4	-5	1	0	-6	-1	-1	8
[48] Cc1cc(NC(=O)c2cc(-c3ccc(C)c(C)c3)nc3ccccc23)no1
→ -8	-9	-7	-8	4	-6	-25	-11	11
[49] COc1ccc(C(=O)NC(C(=O)OCC(=O)Nc2sccc2C(N)=O)C(C)C)cc1 (stereo unspecified)
→ 3	x	0	11	15	x	-5	-6	4
[50] CC(=O)C1=C(C)NC(=S)NC1c1cccc([N+](=O)[O-])c1 (stereo unspecified)
→ 12	4	-4	1	-5	-6	1	-2	3
[51] CS(=O)(=O)c1ccc2nc(NC(=O)c3ccc(=O)[nH]c3)sc2c1
→ 7	4	2	-1	3	-6	1	-1	21
[52] Cc1ccc(-n2c(SCC(=O)NC3CCS(=O)(=O)C3)nc3ccccc3c2=O)cc1 (stereo unspecified)
→ 1	1	-5	-9	3	-12	-2	3	-4
[53] COCCCNC(=O)c1ccc2c(=O)n(CC3CCCO3)c(=S)[nH]c2c1 (stereo unspecified)
→ 10	7	-3	-6	-1	2	1	3	7
[54] CC1CCCN(S(=O)(=O)c2ccc(NC(=O)c3cccc(-n4cnnn4)c3)cc2)C1 (stereo unspecified)
→ 0	-7	-4	-1	14	4	-5	-10	-21
[55] COc1cc2c(cc1OC)C(=O)N1[C@H]3c4cc(C)ccc4OC[C@@H]3[C@H](c3ccccc3)[C@]1(C)C(=O)N2
→ 2	x	2	-9	16	x	x	x	x
[56] [O-][n+]1c2ccccc2cc2ccccc21
→ 2	-3	1	-4	3	-6	-2	1	-12
[57] c1ccn(-c2ncnc3sc4c(c23)CCCC4)c1
→ 1	5	-2	-1	-20	-22	-2	-1	13
[58] C#CCNC(=O)C1=C[C@@H](c2ccc(C(F)(F)F)cc2)C[C@@H](OCc2ccc(CO)cc2)O1
→ 4	4	-3	2	18	-8	-1	1	-10
[59] CCc1ccc([C@@H]2CC=C(C(=O)O)[C@H](c3ccccc3)N2S(=O)(=O)c2ccc(C)cc2)cc1
→ 3	-19	0	-5	14	11	-2	-3	-10
[60] CCC(=O)NCCc1nc2cc(NC(=O)c3ccc(F)cc3)ccc2n1C
→ 4	-4	-3	2	14	10	2	-4	-20
[61] COc1cccc(/C=N/NC(N)=S)c1OS(=O)(=O)c1ccccc1
→ -8	-6	-1	-1	-75	-3	-2	-1	8
[62] Cc1ccc(CNC(=O)c2nnn(CC(=O)Nc3cc(C)cc(C)c3)c2N)cc1
→ -18	-11	-14	-23	-8	0	-28	-14	5
[63] C=CCC[C@H](Cc1ccc(F)cc1)C(=O)OC[C@@H](Cc1c[nH]c2ccccc12)NC(=O)[C@@H](CC=C)CC(=O)N[C@H](CO)Cc1ccccc1
→ -12	x	4	-8	6	x	x	x	x
[64] Cc1cnc(C(=O)OC(C)C(=O)NC2CCCc3ccccc32)cn1 (stereo unspecified)
→ -1	-2	0	-1	-2	-11	6	-2	-1

Some of the compounds tested; the hit share may differ from the screen's.
